Screening results from PubChem BioAssay.
M18AAP inhibitor: PfM18AAP inhibitors, malaria aminopeptidase, primary screen, biochemical, QFRET, recombinant enzyme. M18 aspartyl aminopeptidase (Plasmodium falciparum 3D7). inhibition, % at 7.35 µM. H-Glu-NHMec fluorogenic cleavage. 290,000 compounds, 1.2% hits;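 active = inhibition above the campaign mean inhibition over all tested compounds plus 3 SD, cut at about 28% in these data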;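 also: 0% = plate median of test compound wells and 100% = 2 mM ZnCl2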
IMP-1 inh: IMP-1 metallo-beta-lactamase inhibitors, primary screen, biochemical, epi-absorbance readout, Pseudomonas aeruginosa enzyme; metallo-beta-lactamase IMP-1 (Pseudomonas aeruginosa); purified IMP-1, nitrocefin hydrolysis, epi-absorbance fluorescence; inhibition, % at 5.6 µM; 290,000 compounds, 0.45% hits; AID 1556, 2009;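 active = inhibition above the mean plus 3 SD of all compounds in the same screening run, cut at about 4.5% in these data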;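 also: 0% = IMP-1 with DMSO and 100% = DMSO wells lacking enzyme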
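Assay system: purified IMP-1; Quantity: IMP-1 0.2 nM before substrate addition; Medium: HEPES buffer pH 7.1 with ZnSO4 and Brij 35; Incubation: 15 min enzyme–compound preincubation, then 25 min nitrocefin reaction, 25 °C; Signal: fluorescence quenching readout, ex 480/em 530 nm; Controls: DMSO with and without IMP-1; Repeats: singlicate testing.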
HCV NS3 hel inh: inhibitors of HCV NS3 helicase, primary screen, biochemical, Cy5 molecular beacon fluorescence; AID 1800, 2009; NS3 helicase DNA unwinding; Hepatitis C virus NS3 helicase; 290,000 compounds, 0.56% hits; inhibition, % at 10.9 µM;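 active = inhibition above the mean of all tested compounds plus 3 SD, set per campaign, cut at about 35% in these data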;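 also: 0% = DMSO wells and 100% = thioflavine S control wells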
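assay system = NS3 helicase fragment of HCV | buffer or medium = MOPS pH 6.5, MgCl2, DTT, Tween20, BSA | timing = 60 min unwinding reaction at 25 °C after ATP addition | signal = Cy5 beacon fluorescence read at start and 1 h | read-out basis = % inhibition of unwinding | control set = low DMSO, high thioflavine S at 110 µM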
MEKK2 WT-MEK5: modulators of MEK5 binding to wildtype MEKK2, primary screen, biochemical, multiplex bead flow cytometry, Alexa488-MEK5 | binding response (% of control), % at 10 µM | 290,000 compounds, 1.1% hits | Mitogen-activated protein kinase kinase kinase 2 (Homo sapiens), Q9Y2U5 | Alexa488-MEK5 binding to MEKK2 WT; actives lie on both sides; in the data active = binding response below about 67% or above about 130%
VIM-2 inhibitor: VIM-2 metallo-beta-lactamase inhibitors, primary screen, biochemical, epi-absorbance readout, Pseudomonas aeruginosa enzyme | inhibition, % at 5.6 µM | AID 1527, 2009 | purified VIM-2, nitrocefin hydrolysis, epi-absorbance fluorescence | 290,000 compounds, 0.89% hits;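 active = inhibition above the mean of all tested compounds plus 3 SD, cutoff set per screening run, cut at about 7.5% in these data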;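 also: red hydrolysis product quenches plate fluorescence so inhibitors raise well fluorescence; 0% = enzyme with DMSO and 100% = DMSO without enzyme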
FID counter: compounds displacing fluorescent DNA intercalator, primary screen, artefact control for HCV NS3 helicase inhibitor project, biochemical, FID fluorescence; DNA fluorescent intercalator displacement; 290,000 compounds, 0.17% hits; inhibition, % at 7.9 µM; in the data active = inhibition above about 37%;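 also: 0% = vehicle and 100% = reference compound; higher means more ethidium bromide displaced from hairpin DNA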
UBC9 SUMO inh: inhibitors of in vitro SUMOylation cascade, primary screen, biochemical, HTRF, uHTS; HTRF SUMOylation assay, SAE1/SAE2 + UBC9; inhibition, % at 35 µM; 290,000 compounds, 0.36% hits; AID 2006, 2009; in the data active = inhibition above about 50%, passing the limit was not always enough; also: strong numbers were not always called active
Target sequence (P63279 whole entry, looked up): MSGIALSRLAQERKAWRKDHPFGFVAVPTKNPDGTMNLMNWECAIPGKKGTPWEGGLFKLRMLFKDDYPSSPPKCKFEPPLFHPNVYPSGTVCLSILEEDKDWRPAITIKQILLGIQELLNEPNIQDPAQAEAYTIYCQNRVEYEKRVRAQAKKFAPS
MEKK2mut PB1 HTS: MEK5 binding signal on mutant MEKK2 PB1, primary screen, biochemical, multiplex bead flow cytometry, Alexa488-MEK5 | percent response, % at 10 µM | 290,000 compounds, 0.35% hits | Alexa488-MEK5 binding to MEKK2 mutant | AID 1530, 2009; in the data active = percent response above about 24%, passing the limit was not always enough; also: inactives centre near 1; some results filed as inactive read as strong as hits
NALP1 yeast inh: NALP1 inflammasome inhibitors in reconstituted yeast, colorimetric, S. cerevisiae, triplicate retest; S. cerevisiae NALP1/ASC/caspase-1 growth, X-gal OD620, 72 h; inhibition, % at 10 µM; 280,000 compounds, 0.61% hits; AID 2071, 2009; in the data active = inhibition mostly above about 24%, no sharp cut-off; inactive = mostly below about 32%; also: some compounds called inactive have numbers as strong as hits
Active calls of the source: *; · = no result given. No enrichment for hits; overall some 4.7% were active at least once.

The first three compounds as a preview:
SMILES	M18AAP inhibitor	IMP-1 inh	HCV NS3 hel inh	MEKK2 WT-MEK5	VIM-2 inhibitor	FID counter	UBC9 SUMO inh	MEKK2mut PB1 HTS	NALP1 yeast inh
CC(=O)Nc1ccc(S(=O)(=O)NCCC(=O)Nc2ccc(C)c(F)c2)cc1	4	-1.9	0	108	-1.2	2	-5	11	13
COCCn1c(SCC(=O)NC(C)c2ccc(F)cc2)nc2ccccc21 (stereo not drawn)	-1	-5.0	-3	99	-2.0	-26	-2	-1	14
CC(C)CNC(=O)c1ccc2c(c1)C(=O)N(Cc1ccco1)C2=O	-20	2.2	11	103	2.5	-13	10	-1	13

The listing, repeating the preview:
SMILES	M18AAP inhibitor	IMP-1 inh	HCV NS3 hel inh	MEKK2 WT-MEK5	VIM-2 inhibitor	FID counter	UBC9 SUMO inh	MEKK2mut PB1 HTS	NALP1 yeast inh
CC(=O)Nc1ccc(S(=O)(=O)NCCC(=O)Nc2ccc(C)c(F)c2)cc1	4	-1.9	0	108	-1.2	2	-5	11	13
COCCn1c(SCC(=O)NC(C)c2ccc(F)cc2)nc2ccccc21 (stereo not drawn)	-1	-5.0	-3	99	-2.0	-26	-2	-1	14
CC(C)CNC(=O)c1ccc2c(c1)C(=O)N(Cc1ccco1)C2=O	-20	2.2	11	103	2.5	-13	10	-1	13
Oc1ccc(Cl)cc1C1=NNC(c2cc(Br)cc3c2OCOC3)C1 (stereo not drawn)	4	-3.5	4	93	-3.5	-11	21	-1	14
Cc1nn(Cc2ccccc2Cl)c2sc(C(=O)Nc3ccccc3N3CCOCC3)cc12	-4	-0.3	5	99	-3.5	-2	4	-1	27
Cc1cccc(NC(=S)NC2CC3CCC(C2)N3Cc2ccco2)c1C (stereo not drawn)	-8	-3.0	4	107	-0.7	12	-9	4	-7
Cc1cc(C(=O)OCc2nc3ccccc3s2)c(C)o1	0	-0.8	1	·	-0.9	-18	14	·	13
COc1ccc(C)cc1NC(=O)c1[nH]c(C)c(C(C)=O)c1C	0	-0.4	3	107	-3.0	-15	3	1	21
COCCNC(=O)Cn1c(=O)n(CCCC(=O)NCc2ccc3c(c2)OCO3)c(=O)c2sccc21	-5	-4.0	1	102	-1.9	-14	-3	9	12
COc1ccc(-n2c(C)nnc2SCC(=O)N2CCOCC2)cc1	1	-2.0	5	111	-1.1	-7	8	7	1
Cc1ccccc1SCCNC(=O)CCc1ccccc1	14	-2.5	14	95	-3.5	-28	3	0	5
Cc1ccc(NC(=S)NCC2CCN(C(C)c3ccccc3)C2)cc1C (stereo not drawn)	-1	-0.8	-23	113	-0.7	15	5	5	-1
O=C(NNC1=C(C(=O)C(F)(F)F)CCC1)c1ccncc1	11	-1.8	-4	93	-4.7	-5	10	-4	8
CCC(NC(=O)C1CCC1)c1ccc(C)cc1 (stereo not drawn)	-1	0.2	-9	109	-3.0	-3	26	0	8
CN1CCN(CCNC(=O)Nc2ccc([N+](=O)[O-])cc2)CC1	-3	0.7	-3	105	-2.1	6	1	2	11
COc1ccc(-c2noc(CCC(=O)N(C)c3cccc(C)c3)n2)cc1	4	-1.5	1	85	-3.2	-28	2	-10	13
COc1ccc(C(=O)N=c2sc3ccccc3n2C)cc1	1	-2.8	-8	92	0.3	-5	10	-13	3
CN(CC(=O)Nc1ccc(N2CCOCC2)cc1)Cc1c(O)ccc2ccccc12	3	-3.6	11	94	-2.7	0	-4	-4	-1
Cc1c(O)ccc(C(=O)CN2CCN(c3ccccc3)CC2)c1O	13	-2.2	-3	102	-0.3	-15	4	1	18
Cc1cccc(OCCNC(=O)c2ncn[nH]2)c1	9	-3.2	2	102	-3.0	3	-3	2	12
CC1CCC(NC(=O)C2CCC(CNS(=O)(=O)c3cccc4nsnc34)CC2)CC1 (stereo not drawn)	-2	-2.3	-4	94	0.9	-9	27	1	0
Cn1nc(C(F)(F)F)c(C(=O)Nc2ccc(F)cc2F)c1Sc1ccc(C(F)(F)F)cc1	-1	-1.3	-1	103	-2.5	-2	-26	0	-3
Cc1nnc(SCc2nnc(-c3ccccc3Br)o2)n1-c1ccccc1	-11	-2.8	12	102	-2.0	-32	1	4	33
CCOc1ccccc1CNc1nc2ccccc2n1C	0	-4.7	-2	103	-0.8	5	-5	2	8
O=C(Nc1ccccc1)NC1CCCc2ccccc21 (stereo not drawn)	0	-2.7	1	101	-2.0	0	20	-1	-11
Cc1ccc(S(=O)(=O)NCCC(=O)Nc2ccc(S(=O)(=O)NC(C)C)cc2)cc1	-13	-0.4	-7	102	-0.7	-15	-2	3	10
Cc1nc2cc(C(F)(F)F)ccc2n1CCNc1nc(-c2cc(Cl)c(N)c(Cl)c2)cs1	3	-7.0	-15	101	-0.3	-14	-17	-3	17
Cc1ccc2[nH]c3c(c2c1)CN(C(=O)CN1CCN(c2ccccn2)CC1)CC3	6	-1.1	-8	115	2.1	1	28	4	5
CCOc1ccc(NC(=O)C2CCCN(S(=O)(=O)c3ccc4c(c3)CC(C)N4C(C)=O)C2)cc1 (stereo not drawn)	5	-1.4	-8	103	-5.2	-51	-26	0	12
O=C(CSc1nnc(Cc2ccccc2)o1)NCCc1ccccc1	6	-6.5	-5	96	-2.1	-19	12	-3	18
Cn1cccc1CC(=O)NNC(=S)NC(=O)c1ccc(F)cc1	26	1.1	45*	93	-1.3	-12	-7	-16	4
CCC(=O)N1CCN(c2ccnc3cc(Cl)ccc23)CC1	-12	-1.3	3	99	0.1	-7	26	0	·
C#CCOCCOCCOCCNc1nc(N2CCN(C(=O)[C@H]([C@@H](C)CC)n3cc([C@@H](N)Cc4ccc(O)cc4)nn3)CC2)nc(N2CCN(C(=O)[C@H](CCCCN)n3cc([C@@H](N)CC(C)C)nn3)CC2)n1	1	-3.5	-57	221*	-1.8	45*	0	79*	6
Cc1ccccc1NC(=O)C1CCN(C(=O)NC2CCCCC2)CC1	-16	-1.9	-5	97	-1.6	-12	3	-3	41*
CCOc1ccc(-c2nnc3sc(-c4c(OC)cccc4OC)nn23)cc1	6	-4.7	7	·	3.3	-9	·	·	·
CCCSc1nn2c(=O)c3ccccc3nc2s1	-5	-6.8	-4	106	-0.2	-2	3	4	3
Cn1c2c(c(=O)n(C)c1=O)C(C(F)(F)F)(C(F)(F)F)N=C(c1ccccc1Cl)N2	-6	-1.2	-4	93	-1.0	-11	6	-3	22
COC(=O)c1c(NC(=O)c2ccccc2)sc2c1CC(C)(C)OC2	-6	-2.9	5	104	-3.1	-2	0	2	-12
O=C(Nc1nnc(-c2ccc(Cl)cc2)o1)C1CCCCC1	·	·	·	99	·	·	-8	-2	-6
Cc1ccc(Nc2c3c(nc4ccccc24)CCC3)cc1	6	-2.5	-36	111	5.3	7	-4	16	19
Cc1c(N2C(=O)c3ccc(F)cc3C2=O)c(=O)n(-c2ccccc2)n1C	-2	-2.1	2	106	0.2	-1	21	0	9
COc1ccc(C(=O)Nc2c(Cl)cc(Cl)cc2C(=O)NCCN2CCOCC2)cc1	3	-3.3	-4	100	-1.3	-2	-1	3	1
CCOCC(=O)N1CCN(c2cccc(Cl)c2)CC1	-1	-1.3	0	97	-1.6	-5	1	-2	-8
O=C(N/N=C/c1ccc(C(F)(F)F)cc1)c1ccncc1	2	-1.4	0	111	0.0	-4	2	5	4
Cc1cc(NC(=O)C2CC(=O)N(c3ccccc3Cl)C2)no1 (stereo not drawn)	1	-2.8	-8	103	-2.6	-3	-12	0	2
O=C(Cn1nnc(-c2ccc(CN3CCOCC3)cc2)n1)N1CCCc2ccccc21	1	1.3	-3	101	2.1	-5	23	1	21
CCOC(=O)C1(CCc2ccccc2)CCN(C(=O)c2occc2C)CC1	2	-1.7	2	103	-1.2	-27	9	12	4
O=C(C1CCCN(S(=O)(=O)c2cccc3nsnc23)C1)N1CCc2ccccc21 (stereo not drawn)	2	-2.4	-5	·	-1.9	-22	6	·	6
O=C(CSc1nnc(C2CC2)n1-c1ccccc1)NCCc1ccc(F)cc1	-4	-2.3	-9	95	-2.9	-24	10	0	11
COc1ccc(C(=O)Nc2ccc(S(=O)(=O)NC(C)C)cc2)cc1	9	-2.5	0	101	-4.5	-7	6	2	12
Cn1cc(CCNC(=O)CCc2nnc(CCCCc3ccccc3)o2)cn1	1	-3.0	4	100	-0.3	-26	-15	-3	11
COc1cc(CN2CCc3ccccc3C2)cc([N+](=O)[O-])c1O	11	-3.6	20	103	-1.6	3	4	2	10
O=C(NCC(=O)N(c1cccnc1)C(C(=O)NC1CCCC1)c1ccc(F)cc1)c1ccco1 (stereo not drawn)	4	-0.4	8	93	-2.2	-7	-7	-3	13
O=C(O)C1CCN(c2ccc(S(=O)(=O)N3CCC(C(=O)O)CC3)cc2[N+](=O)[O-])CC1	8	1.1	8	106	2.2	-6	-6	3	10
COC(=O)[C@H](CCSC)NC(=O)c1cccnc1SC	0	-3.5	0	99	-3.2	0	1	-1	-10
Cc1cc(C)nc(NS(=O)(=O)c2ccc(NC(=O)CSc3nc(-c4ccccc4)c(C#N)c(=O)[nH]3)cc2)n1	-1	-1.6	22	102	-3.0	-23	10	5	23
S=c1[nH]nc(Cc2noc3ccccc23)n1-c1ccc(Cl)cc1	28	-3.2	11	102	-2.8	-9	2	5	-3
Cc1ccc(C(=O)NCCc2csc(-c3cccnc3)n2)cc1	5	-3.9	-2	112	-4.8	-19	8	11	13
CCCCN(CC)C(=O)c1cc2cc3ccc(OC)cc3nc2o1	0	-2.4	-8	104	-1.9	-34	13	0	1
CCCC(=O)Nc1ccc(S(=O)(=O)Nc2cc(OC)nc(OC)n2)cc1	0	-3.0	1	105	-0.7	-2	9	7	3
Cc1c(C(c2cccc(O)c2)c2c(C)n(C)n(-c3ccccc3)c2=O)c(=O)n(-c2ccccc2)n1C	-5	-1.3	1	113	-0.3	-14	6	4	25
N#Cc1c(SCC(=O)Nc2ccccc2C(F)(F)F)sc2c(O)cc(=O)[nH]c12	19	-3.8	21	102	-3.5	-18	8	5	8

3 compounds out of the list above, sorted by their value in MEKK2mut PB1 HTS, rising.
Molecule | M18AAP inhibitor | IMP-1 inh | HCV NS3 hel inh | MEKK2 WT-MEK5 | VIM-2 inhibitor | UBC9 SUMO inh | MEKK2mut PB1 HTS | NALP1 yeast inh
COC(=O)[C@H](CCSC)NC(=O)c1cccnc1SC | 0 | -3.5 | 0 | 99 | -3.2 | 1 | -1 | -10
CCCCN(CC)C(=O)c1cc2cc3ccc(OC)cc3nc2o1 | 0 | -2.4 | -8 | 104 | -1.9 | 13 | 0 | 1
CCCC(=O)Nc1ccc(S(=O)(=O)Nc2cc(OC)nc(OC)n2)cc1 | 0 | -3.0 | 1 | 105 | -0.7 | 9 | 7 | 3
